# From PubChem
# RGS12 GoLoco inh: qHTS Assay for Inhibitors of RGS12 GoLoco Motif Activity (Red Fluorophore); 0.44% of 230,000 active; AID 880, 2007; Gai1:RGS12 GoLoco peptide FP, rhodamine, 10 min; Potency, µM (doses to about 61.6 µM), inactives show at the top dose activity, negative = inhibition, most hits filed as inhibitors; active = well fitted inhibition curve with a large enough effect, not every such curve was filed as active; inactive = no such curve, though single readings can be large or run the other way; also: nearly all actives have a fitted effect of over 30% in size; many of its hits are not listed in these tables
# Target sequence (P63096 whole entry, looked up): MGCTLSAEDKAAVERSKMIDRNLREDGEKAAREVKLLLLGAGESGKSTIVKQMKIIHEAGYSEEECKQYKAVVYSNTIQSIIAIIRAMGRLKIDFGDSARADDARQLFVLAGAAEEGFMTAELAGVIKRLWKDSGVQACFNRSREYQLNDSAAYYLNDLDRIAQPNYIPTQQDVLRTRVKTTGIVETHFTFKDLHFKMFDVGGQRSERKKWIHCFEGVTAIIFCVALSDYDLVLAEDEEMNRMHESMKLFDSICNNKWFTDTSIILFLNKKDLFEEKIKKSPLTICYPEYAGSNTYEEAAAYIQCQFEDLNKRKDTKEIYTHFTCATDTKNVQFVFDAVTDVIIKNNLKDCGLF
# Tau fibril ThT: qHTS for Inhibitors of Tau Fibril Formation, Thioflavin T Binding | Microtubule-associated protein tau (Homo sapiens), P10636 | 2.1% of 270,000 active | recombinant tau K18 P301L (four-repeat tau fragment), heparin-induced fibrillization, ThT fluorescence | Potency, µM (highest dose often 57.4 µM), without a hit: at the highest dose activity, negative = inhibition, actives largely listed as inhibitors | AID 1460, 2008; also: nearly all actives have a fitted effect of over 55% in size
# Target sequence (P10636 561-689 P618L limits assumed): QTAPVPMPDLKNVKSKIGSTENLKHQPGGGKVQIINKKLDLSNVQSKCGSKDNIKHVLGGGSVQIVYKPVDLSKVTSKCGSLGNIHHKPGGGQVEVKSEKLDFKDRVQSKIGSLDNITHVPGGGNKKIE
#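 Heparin-induced (20 uM) aggregation of recombinant human K18 P301L tau, 15 uM unlabeled with 0.24 uM labeled, pH 7 acetate buffer, 6 hr at 37 C with compound. Fibrils quantified by 30 uM ThT fluorescence after 1 hr ambient incubation.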
# L3MBTL1 block: qHTS Assay for the Inhibitors of L3MBTL1; 0.66% of 230,000 active; Potency, µM (series often up to 57.1 µM), inactives show at the highest dose activity, negative = inhibition, actives largely listed as inhibitors; AlphaScreen L3MBTL1–H3K9me1 peptide binding; Lethal(3)malignant brain tumor-like protein 1 (Homo sapiens), Q9Y468; also: nearly all actives have a fitted effect of over 60% in size
#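 L3MBTL1 (50 nM) pre-complexed 30 min with biotinylated H3(1-15)K9me1 peptide (75 nM), then compounds added for 30 min at room temperature; AlphaScreen streptavidin donor/nickel chelate acceptor beads (10 ug/mL final) read after 30 min dark incubation.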
# TexasRed fluor: Total Fluorescence Counterscreen for Inhibitors of the Interaction of Thyroid Hormone Receptor and Steroid Receptor Coregulator 2. TRb/SRC2 Texas Red total fluorescence interference. Potency, µM (titrated, usually from 106 µM), inactives show top-dose fluorescence change, negative = quenching. 0.29% of 280,000 active; active = well fitted curve in either direction with a large enough effect; inconclusive = small, poorly fitted or top-dose-only effect
#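 Human TRb ligand-binding domain at 0.6 uM with 20 nM Texas Red SRC2 peptide in Tris buffer containing 1 uM T3 and 5% DMSO, incubated with compound 5 h at ambient temperature. Total fluorescence (555/632 nm) calculated as parallel + 2 × perpendicular.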
# TRb-SRC2 inh: qHTS for Inhibitors of the Interaction of Thyroid Hormone Receptor and Steroid Receptor Coregulator 2; Thyroid hormone receptor beta (Homo sapiens), P10828; TRbeta-SRC2 peptide binding, fluorescence polarization; receptor liganded with 1 µM T3; Potency, µM (top dose mostly 106 µM), without a hit: at the highest dose activity change, negative = inhibition, actives largely listed as inhibitors; 0.065% of 280,000 active; AID 1469, 2008;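 also: plate controls were bound peptide for no effect and peptide without receptor for full effect; nearly all actives have a fitted effect of over 50% in size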
# Target sequence (P10828 whole entry, looked up): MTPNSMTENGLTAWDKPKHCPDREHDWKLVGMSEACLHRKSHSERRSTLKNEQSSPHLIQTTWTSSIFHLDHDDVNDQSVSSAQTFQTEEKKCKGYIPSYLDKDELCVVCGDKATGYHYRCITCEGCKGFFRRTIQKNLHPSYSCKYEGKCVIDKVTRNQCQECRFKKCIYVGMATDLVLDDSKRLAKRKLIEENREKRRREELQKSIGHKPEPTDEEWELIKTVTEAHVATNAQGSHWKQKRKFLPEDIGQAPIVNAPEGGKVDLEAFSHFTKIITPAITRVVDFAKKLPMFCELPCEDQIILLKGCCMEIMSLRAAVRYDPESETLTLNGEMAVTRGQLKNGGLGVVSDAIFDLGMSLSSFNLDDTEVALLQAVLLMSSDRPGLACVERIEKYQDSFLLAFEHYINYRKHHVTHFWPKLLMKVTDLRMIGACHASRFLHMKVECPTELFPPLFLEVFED
#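 Quantitative HTS by FP: 0.6 uM TRb LBD, 20 nM labeled SRC2 20-mer, 1 uM T3, 5% DMSO; 5 hr ambient incubation; % activity per concentration and potencies from concentration series.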
# JMJD2E inh: qHTS Assay for Inhibitors of Human Jumonji Domain Containing 2E (JMJD2E); Potency, µM (doses to about 57.1 µM), for inactives: at the highest dose activity change, negative = inhibition, usual class: inhibitors; 1.6% of 230,000 active; Lysine-specific demethylase 4E (Homo sapiens), B2RXH2; JMJD2E catalytic domain, FDH-coupled NADH fluorescence (FDH is formaldehyde dehydrogenase); active = well fitted inhibition curve with a large enough effect, not every such curve was filed as active; inconclusive = small, poorly fitted or top-dose-only effect, or another doubt; inactive = no such curve, though single readings can be large or run the other way;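 also: 0% = wells with enzyme and -100% = buffer wells without enzyme; nearly all actives have a fitted effect of over 50% in size; many of its hits are not listed in these tables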
# RECQ1 inh: qHTS Assay for Inhibitors of RecQ-Like Dna Helicase 1 (RECQ1) | RECQ1 DNA unwinding, red fluorescence kinetic read | Potency, µM (top dose mostly 57.3 µM), for the others: at the highest dose activity, negative = inhibition, actives largely listed as inhibitors | 0.54% of 240,000 active | AID 2549, 2010;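 also: plate controls were vehicle for no effect and no enzyme for full effect; nearly all actives have a fitted effect of over 30% in size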
#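 RECQ1T1 50 nM; forked duplex (20 bp + 30-nt ss tails) 200 nM, ATP 2 mM final; pH 8.0, 2 mM MgCl2, 2.5 ug/ml poly(dI-dC); 15 min compound preincubation; discontinuous kinetic read over 2 h at RT.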
# Tau fibril FP: qHTS for Inhibitors of Tau Fibril Formation, Fluorescence Polarization | AID 1468, 2008 | 0.39% of 280,000 active | Microtubule-associated protein tau (Homo sapiens), P10636 | Potency, µM (series often up to 57.7 µM), for inactives: at the top dose activity, negative = inhibition, most hits filed as inhibitors | K18 P301L tau heparin fibrillization, Alexa594 FP, 6 h; also: nearly all actives have a fitted effect of over 55% in size
#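 Quantitative HTS format: compounds meet 15 uM recombinant K18 P301L tau and Alexa 594-tau tracer in 100 mM sodium acetate pH 7; 20 uM heparin triggers fibrillization at 37 C over 6 hr; FP gives the signal.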
# Numbers without * were called inactive; i = inactive; u = inconclusive; x = no result given; [ ] = dose if it differs, or a comment. Unless noted, calls follow the shape of the dose curve; as a rule, active = well fitted curve in the direction sought with a large enough effect; inconclusive = small, poorly fitted or top-dose-only effect, or another doubt; inactive = no such curve, though single readings can be large; an effect the other way counts as inactive or inconclusive. Unless noted, % is scaled to controls: 0 for no effect and ±100 for the full control effect; potency is read from the fitted curve at half-maximal effect. The list is partial; count on the stated rates, not on these rows.
canonical_smiles	RGS12 GoLoco inh	Tau fibril ThT	L3MBTL1 block	TexasRed fluor	TRb-SRC2 inh	JMJD2E inh	RECQ1 inh	Tau fibril FP
CNc1ccc(C(O)(C(F)(F)F)C(F)(F)F)cc1C(O)(C(F)(F)F)C(F)(F)F	3.1%	-4.0%	x	-3.7%	-3.4%	2.5%	-4.9%	1.6%
CN(Cc1ccc(F)cc1)S(=O)(=O)c1nnc(NC(=O)c2ccccc2Br)s1	x	-2.3%	x	2.3%	9.3%	x	x	2.7%
CCC(C)NC(=O)Cn1c(=O)c2cccn2c2ccc(F)cc21 (stereo unspecified)	x	u	x	2.4%	-3.2%	x	x	0.6%
C#CCOCCOCCOCCNc1nc(N2CCN(C(=O)[C@H](CCCCN)n3cc(CCCC)nn3)CC2)nc(N2CCN(C(=O)[C@H](CCCCN)n3cc(CCCC)nn3)CC2)n1	2.8%	-12.6%	1.6%	-2.6%	-0.4%	-8.8%	-5.1%	2.5%
C[C@@]1(C(NC(=O)Cc2ccccc2)c2ccc(-c3ccccc3)cc2)C[C@H]1C1CCCCC1 (stereo partly specified)	3.5%	-5.4%	x	-5.4%	-6.1%	-15.1%	-1.8%	2.8%
COc1ccc(NC(=O)CCNC(=O)Cn2cnc3ccccc3c2=O)c(OC)c1	-5.9%	-12.1%	1.9%	-0.1%	7.6%	1.0%	4.7%	3.0%
Cc1ccc(OCc2nnc(NC(=O)c3ccco3)s2)c(C)c1	12.2%	-8.5%	x	2.1%	1.2%	-0.5%	i	-5.9%
Cn1ncc2c(=O)n(CC(=O)NC34CC5CC(CC(C5)C3)C4)cnc21	1.5%	-10.1%	x	1.7%	3.1%	4.2%	i	10.7%
Cc1cccc(NCC(=O)N/N=C\c2cccn2C)c1	5.3%	x	x	-4.5%	-1.1%	1.0%	i	14.3%
Oc1ccc(C(=S)N2CCCCC2)cc1	7.9%	-4.0%	x	-6.1%	1.4%	4.1%	i	-3.3%
CC(=O)Nc1nc(C)c(Cc2ccccc2)c(=O)[nH]1	1.4%	-5.2%	4.0%	-5.6%	4.6%	8.5%	-4.8%	2.4%
CCN(CC)C(=O)CSc1ncnc2c(-c3ccc(OC)cc3)nsc12	3.3%	-10.2%	0.9%	-1.5%	2.7%	u	-5.3%	5.5%
CCn1c(=O)cc(SCC(=O)N2CCN(C(=O)c3ccco3)CC2)c2ccccc21	-4.9%	-13.9%	-2.0%	1.8%	-3.4%	-19.9%	-5.8%	-7.7%
Cc1ccc(C)c(NC(=O)C(C)CC2COCCO2)c1 (stereo unspecified)	-8.7%	-1.7%	48.0%[activator]	1.6%	-16.8%	7.5%	-4.8%	-5.5%
CC(=O)Nc1ccc(SC[C@H](Cc2ccccc2)N2CCN(CCc3ccccc3)CCC2=O)cc1	2.0%	-15.8%	x	-1.1%	1.5%	-11.7%	u	-0.6%
CCCCCn1c(S(=O)(=O)O)nc2ccccc21	-18.1%	-12.8%	2.1%	-1.0%	6.5%	-9.3%	-9.1%	-4.3%
CNC(=O)CCCN1C(=O)c2cccnc2Sc2ccccc21	x	9.3%	x	-11.4%	-0.4%	x	x	-4.4%
COc1ccc(-n2nc(C(=O)NCC(=O)Nc3ccccn3)c3ccccc3c2=O)cc1	-3.0%	2.5%	1.1%	0.2%	3.6%	0.7%	-5.1%	-5.1%
CCC(CC)C(=O)NCc1ccccc1Cl	9.8%	2.9%	-4.7%	0.7%	2.1%	1.9%	-1.4%	-5.8%
OC(CN1CCN(Cc2ccccc2)CC1)Cn1c2ccccc2c2ccccc21 (stereo unspecified)	-2.7%	-13.4%	-13.9%	-13.9%	0.2%	-6.3%	-4.0%	5.8%
Cc1c(Cl)cccc1NS(=O)(=O)c1ccc2c(c1)C1C=CCC1C(c1ccc(C(=O)O)cc1)N2 (stereo unspecified)	67.9%[activator]	25.1µM*	7.94µM*	-12.5%	10.1%	-27.1%	28.2µM*	u
CN(C)c1ccc(/C=N/NC(=O)c2cccc(N3CCCC3=O)c2)cc1	14.7%	u	-2.4%	-7.4%	1.1%	u	-1.8%	-1.7%
O=C(OCC(=O)N1CCCc2ccccc21)c1cnc(Cl)c(Cl)c1	4.9%	6.7%	24.2%	-0.2%	17.3%	-4.7%	-0.7%	2.5%
CCOc1ccc(NC(=O)c2cc(Cl)nc3ccccc23)cc1	2.1%	-14.9%	4.0%	-1.1%	4.2%	-7.1%	-11.9%	-5.9%
COc1ccc(C(NC(=O)c2ccc(-c3ccccc3)cc2)c2ccccc2)cc1 (stereo unspecified)	12.3%	0.0%	-3.8%	-2.1%	-6.3%	5.8%	-6.1%	-1.5%
CCOC(=O)N1CCC(c2cc(=O)n3[nH]ccc3n2)CC1	-5.4%	-9.4%	x	0.3%	-3.7%	u	-3.2%	2.6%
O=C(Nc1ccccc1)C(Cc1cccs1)c1nn[nH]n1 (stereo unspecified)	0.4%	-0.4%	x	0.6%	3.3%	-2.8%	u	1.7%
COc1ccc(N2CCN(c3nc(NCCc4ccc(OC)c(OC)c4)nc(OC)n3)CC2)cc1	1.9%	u	x	0.7%	5.9%	-1.5%	8.8%	7.4%
O=C(NCCCC(=O)N1CCOCC1)c1cccnc1	0.0%	-9.6%	-3.5%	-1.5%	4.8%	5.4%	-4.4%	-2.1%
O=C(CN1C(=O)C2C3CCC(C3)C2C1=O)OCC(=O)c1cccc([N+](=O)[O-])c1 (stereo unspecified)	4.7%	-12.7%	5.9%	-0.1%	4.9%	1.5%	-2.8%	5.4%
COc1ccc(N2CCN(C(=O)C3CCN(S(=O)(=O)c4cn(C)cn4)CC3)CC2)cc1	x	0.2%	x	-1.7%	3.6%	x	x	-3.1%
CCNc1nc2nonc2nc1NCC	-0.6%	6.0%	2.9%	-1.5%	4.0%	-4.3%	-7.6%	1.1%
O=C(Cn1nc(C(F)(F)F)c2c1CCC2)Nc1ccc(Cl)cc1	x	-0.2%	x	u	-3.4%	x	x	u
CCOC(=O)C1CCN(C(=O)c2cnn3c(C)cc(C)nc23)CC1	8.9%	6.5%	7.8%	-0.9%	4.5%	u	-14.5%	-2.0%
Cn1ccnc1SCc1ccc([N+](=O)[O-])cc1	2.8%	0.7%	-0.6%	-3.9%	-1.9%	-2.5%	i	-1.7%
O=C1CC(C(=O)Nc2ccc(C(=O)O)cc2)C(c2ccccc2)O1 (stereo unspecified)	x	-20.2%	0.4%	-4.8%	-6.7%	u	i	-2.0%
O=C(CSc1nc2ccccc2n1CC(=O)N1CCCC1)Nc1nccs1	9.8%	-3.0%	8.7%	-1.6%	-1.9%	2.1%	2.7%	1.3%
Cc1cccc(-c2noc(CCCC(=O)NCc3ccco3)n2)c1	x	5.4%	x	-4.4%	4.5%	x	x	0.8%
COc1ccc2c(c1OC)C(C1c3c(cc4c(c3OC)OCO4)CCN1C)OC2=O (stereo unspecified)	-19.2%	-6.5%	-16.2%	-1.3%	3.3%	1.8%	-6.5%	-5.9%
Cc1c(NC(=O)c2cc3ccccc3oc2=O)c(=O)n(-c2ccccc2)n1C	3.5%	-5.6%	x	-1.9%	0.8%	-5.5%	9.8%	-2.3%
COc1ccccc1-c1c(C(F)(F)F)oc2cc(OC(=O)c3cccc([N+](=O)[O-])c3C)ccc2c1=O	1.4%	u	1.4%	-4.6%	5.5%	-5.2%	1.9%	4.6%
COc1ccc(S(=O)(=O)NCCC(=O)NCc2cccs2)cc1	1.5%	3.1%	11.0%	-3.1%	1.2%	2.4%	0.0%	-1.3%
C=CCn1c(SCc2ccccc2C#N)nnc1-c1ccccc1O	9.8%	-2.4%	3.0%	0.1%	-16.5%	5.0%	-5.2%	-6.1%
NC(=O)NC(N)=O	-6.2%	x	x	-0.6%	2.0%	x	-12.9%	x
C=Cc1ccc(Cn2c(C(=O)O)c(CNC3CCCCC3)c3ccc(OC)cc32)cc1	x	u	x	0.2%	0.5%	x	x	-7.5%
Nc1ncnc2c1[nH]c(=O)n2C1CC(O)C(CO)O1 (stereo unspecified)	4.5%	-10.9%	x	0.0%	1.2%	3.9%	-6.2%	-2.2%
Cc1c(Cl)cccc1NC(=O)CNS(=O)(=O)c1cccs1	x	-4.5%	x	-3.0%	-2.3%	x	x	8.1%
COc1ccccc1OCCCCN1CCN(C(c2ccccc2)c2ccccc2)CC1	0.2%	3.2%	u	-3.7%	-4.4%	-0.4%	-5.8%	-1.6%
Cc1nc2ccc(S(=O)(=O)NC(C(=O)NCc3cccs3)C(C)C)cc2s1 (stereo unspecified)	8.9%	4.1%	0.8%	0.2%	8.2%	-3.7%	-2.8%	3.0%
Oc1c(Cl)cccc1C=Nc1cc(C(F)(F)F)ccc1N1CCCC1	2.8%	u	-14.4%	0.1%	2.4%	u	i	1.6%
CCOC(=O)N1CCN(S(=O)(=O)/C=C/c2ccccc2)CC1	6.1%	-3.6%	-0.6%	-6.9%	-1.3%	-13.7%	i	-1.6%
CCSc1nnc(NC(=O)CSC2=NN3CCCC(=O)N=C3S2)s1	-6.7%	-17.2%	7.4%	1.5%	2.5%	5.2%	i	-7.3%
